PTAP TSG101 blk: blocks PTAP/TSG101 interaction to inhibit HIV-1 budding; Q99816; Fluorescence polarization, FITC-PTAP peptide / Tsg101 binding; Potency, µM (doses to about 115 µM), for the others: at the top dose activity change, negative = inhibition, usual class: inhibitors; 340,000 tested, under 10 active; AID 493005; active means well fitted inhibition curve with a large enough effect in the main read-out, with a control signal flat, not every such curve was filed as active; inconclusive means small, poorly fitted or top-dose-only effect, or effect the other way, or a change in a side signal; inactive means no such curve, though single readings can be large or run the other way; further: potency means the concentration at half of the fitted maximal effect; % of control where 0% means no effect
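Tsg101 binding domain (10 uM final) was mixed with compound and a FITC-labeled PTAP peptide (50 nM final) in HEPES pH 7.5 buffer with NaCl, Tween 20, EDTA and TCEP; fluorescence polarization was read after 20 min at r.t.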
AT treatment: potential ataxia-telangiectasia treatment | Potency, µM (titrated, usually from 57.5 µM), inactives show at the top dose activation, most hits filed as activators | […] A-T fibroblasts, KAP-1 phosphorylation AlphaLISA; neocarzinostatin DNA damage 30 min before lysis | AID 485349 | 320,000 compounds, 0.19% hits; further: potency means the concentration at half of the fitted maximal effect; % of control where 0% means no effect; nearly all actives have a fitted effect of over 45% in size
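hTERT-immortalized A-T patient fibroblasts ([…]), 500 cells/well in OPTI-MEM, 1% FBS, got compounds for 60 min, then NCS for 30 min at 37C. Lysates were then assayed for phospho-KAP-1 by AlphaLISA (anti-pKAP1 donor, anti-KAP1 acceptor beads), 6 hr at 25C.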
Eya2 inh: inhibitors of human Eya2 phosphatase activity | recombinant Eya2, OMFP fluorescence dephosphorylation (OMFP is methylfluorescein phosphate) | Potency, µM (series often up to 76.9 µM), for inactives: top-dose activity, negative = inhibition, most hits filed as inhibitors | 330,000 compounds, 0.006% hits; further: potency means the concentration at half of the fitted maximal effect; on the % scale 0 is the no-effect control and ±100 the full control effect
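Eya2 protein (added as 0.2 uM solution) was preincubated with compound for 10 min at ambient temperature in 50 mM HEPES pH 7.5, 50 mM NaCl, 5 uM MgCl2, 0.05% BSA, 1 mM DTT. OMFP (added at 50 uM) then reacted 10 min; fluorescence read at 485/525 nm.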
ASM inhibitor: blocks human secretory acid sphingomyelinase. placental ASM, HMU-PC fluorogenic substrate, 60 min. 340,000 compounds, 0.006% hits. Potency, µM (highest dose often 57.5 µM), for inactives: at the top dose activity change, negative = inhibition, hits mostly inhibitors. AID 504937; further: potency means the concentration at half of the fitted maximal effect
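Human placenta-derived ASM preincubated with compound 10 min at room temperature, then reacted with 9 uM (final) fluorogenic HMU-PC substrate for 60 min at 37 C. Stop solution raises pH to 10; fluorescence read at Ex 386/Em 447 nm.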
ELG1 repair inh: inhibitors of ELG1-dependent DNA repair in HEK293T cells; 330,000 compounds, 2.3% hits; AID 504467; Potency, µM (doses to about 46.1 µM), for inactives: top-dose activity change, negative = inhibition, usual class: inhibitors; HEK293T ELG1-luciferase reporter, luminescence, 16 h; DNA damage induced by 5-fluorouridine; further: potency means the concentration at half of the fitted maximal effect; on the % scale 0 is the no-effect control and ±100 the full control effect; nearly all actives have a fitted effect of over 55% in size
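Quantitative HTS, concentration-response format. 2,000 cells/well co-treated with 5-fluorouridine and compound, 16 hr in 5% CO2 at 37 °C; ONE-Glo luminescence read after 30 min.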
TCR act: activators of T cell receptors. primary human leukocytes, anti-CD3, IL-2 HTRF, 48 h. Potency, µM (titrated, usually from 9.22 µM), for the others: top-dose activation of IL-2 secretion, actives largely listed as activators. 330,000 tested, under 10 active; further: % of control where 0% means no effect
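Activity was scored as IL-2 release from primary human leukocytes given only a TCR signal (a-CD3 beads) plus compound for 48 hr. Detection used a two-antibody HTRF format read at 665nm.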
Tb PFK block: T. brucei PFK enzyme inhibition | T. brucei PFK, ADP-Glo luminescence | Potency, µM (doses to about 57.5 µM), inactives show top-dose activity, negative = inhibition, most hits filed as inhibitors | 330,000 compounds, 0.17% hits | AID 485367;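 further: potency means the concentration at half of the fitted maximal effect; 0% = uninhibited 1x PFK enzyme wells and -100% = no-enzyme wells; nearly all actives have a fitted effect of over 60% in size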
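Compounds were pin-transferred as a titration series up to 57 uM into substrate buffer (0.5 mM F6P, 0.1 mM ATP, pH 8.0), then 1.25 nM PFK was added and reactions ran 45 min before ADP-Glo detection.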
Mito fusion act: mitochondrial division inhibition or fusion activation; S. cerevisiae fusion-defective mutant growth rescue, CellTiterGlo 48 h; Potency, µM (series often up to 46.1 µM), without a hit: at the highest dose growth rescue (activation), hits mostly activators; 320,000 compounds, 0.23% hits;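 further: potency means the concentration at half of the fitted maximal effect; % of control where 0% means no effect; nearly all actives have a fitted effect of over 45% in size; temperature-sensitive fusion mutants such as fzo1-1 at 37 °C on non-fermentable ethanol glycerol medium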
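Yeast fusion mutant, YPEG (non-fermentable carbon), compound, 48 h at 37C non-permissive; CellTiterGlo added, 10 min RT, luminescence read. Rescued growth = division inhibition.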
TSHR antag: blocks TSH signaling through the human TSH receptor; AID 504810; TSHR-expressing cells, TSH-stimulated cAMP HTRF, 2 h; active compounds read low; activity change, negative = inhibition, % at 11.5 µM; 330,000 compounds, 0.2% hits; P16473;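 active means activity change below a set negative limit, meaning inhibition stronger than a set level, cut at about -70% in these data; inconclusive means activity change between two set negative limits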; further: on the % scale 0 is the no-effect control and ±100 the full control effect
Target sequence (P16473 whole entry, looked up): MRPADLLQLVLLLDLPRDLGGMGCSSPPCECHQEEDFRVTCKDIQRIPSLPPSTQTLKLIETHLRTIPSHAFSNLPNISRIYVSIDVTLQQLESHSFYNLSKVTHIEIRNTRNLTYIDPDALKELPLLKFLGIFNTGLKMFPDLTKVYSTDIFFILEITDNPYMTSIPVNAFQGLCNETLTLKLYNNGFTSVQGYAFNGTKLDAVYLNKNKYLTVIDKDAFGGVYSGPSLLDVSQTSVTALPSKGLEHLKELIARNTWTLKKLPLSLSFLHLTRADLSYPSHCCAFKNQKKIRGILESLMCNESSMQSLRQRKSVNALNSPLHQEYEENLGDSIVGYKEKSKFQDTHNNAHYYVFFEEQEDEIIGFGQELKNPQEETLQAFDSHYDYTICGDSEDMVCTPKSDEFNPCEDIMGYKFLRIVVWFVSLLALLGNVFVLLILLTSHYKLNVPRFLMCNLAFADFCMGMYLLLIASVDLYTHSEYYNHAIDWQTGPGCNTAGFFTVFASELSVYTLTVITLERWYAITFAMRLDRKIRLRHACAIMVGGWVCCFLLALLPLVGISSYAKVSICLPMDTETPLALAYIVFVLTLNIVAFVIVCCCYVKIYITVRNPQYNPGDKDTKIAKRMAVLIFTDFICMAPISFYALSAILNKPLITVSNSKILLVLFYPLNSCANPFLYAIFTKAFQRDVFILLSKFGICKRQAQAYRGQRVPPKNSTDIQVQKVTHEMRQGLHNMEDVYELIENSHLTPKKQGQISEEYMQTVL
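Cell-based HTRF cAMP assay; TSHR cells + compound, TSH EC80 (4nM final), 2 h, 37 deg C. Lysis with anti-cAMP cryptate and cAMP-d2, 30 min RT, read 665/620 nm.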
a7 integrin act: activates integrin-mediated alleviation for muscular dystrophy | Potency, µM (titrated, usually from 38.3 µM), without a hit: at the highest dose activation, usual class: activators | alpha7betagal myoblasts, beta-gal FDG fluorescence, 48 h | 350,000 compounds, 0.064% hits | AID 624291;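 further: potency means the concentration at half of the fitted maximal effect; 100% = response of the positive control SU9516; nearly all actives have a fitted effect of over 60% in size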
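Alpha7betagal+/- myoblasts (passage 13) were plated 16-24 hr, then exposed to compounds (1:260 dilution of DMSO stock) for 48 hours at 37C. After MPER lysis, β-galactosidase reporter activity was read as FDG fluorescence (ex 480/em 540) after 30 minutes.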
BCR signal inh: inhibitors of chronic active B-cell receptor signaling. Potency, µM (highest dose often 46.1 µM), inactives show at the highest dose ratio change, negative = lower green/red ratio, actives largely listed as inhibitors. ABC-DLBCL IkBa-CBG/CBR reporter, luminescence ratio, 4 h. 340,000 compounds, 0.05% hits; active means well fitted inhibition curve with a large enough effect in the signal ratio, with a control signal flat, not every such curve was filed as active; inconclusive means small, poorly fitted or top-dose-only effect, or effect the other way, or a change in a side signal; the % refers to the signal ratio;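 further: potency means the concentration at half of the fitted maximal effect; plate controls were basal doxycycline-induced cells for no effect and cells given 10 µM MG132 for full effect; MG132 reads +100%, hits lower the ratio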
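TMD8 human ABC-DLBCL cells with doxycycline-inducible IκBα–green luciferase fusion and unfused red luciferase, in 0.5% FBS medium; compounds up to 46 uM, 4 h at 37C. Green/red luminescence ratio, filter-overlap corrected, fitted to concentration-response curves.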
* = called active by the depositor; ? = inconclusive; . = not tested or not shown; [ ] = another dose, or the depositor's remark. Unless noted, the call rests on the fitted dose curve; in most records, active means well fitted curve in the direction sought with a large enough effect; inconclusive means small, poorly fitted or top-dose-only effect, or another doubt; inactive means no such curve, though single readings can be large; an effect the other way counts as inactive or inconclusive.

SMILES	PTAP TSG101 blk	AT treatment	Eya2 inh	ASM inhibitor	ELG1 repair inh	TCR act	Tb PFK block	Mito fusion act	TSHR antag	a7 integrin act	BCR signal inh
COc1ccc(C2CC(C)(c3ccc(OC)cc3)Nc3ccccc3N2)cc1 (configuration not stated)	1.9%	5.4%	-17.5%	-8.4%	1.3%	-2.1%	-2.4%	-3.6%	-2.4	-18.6%	15.0%
CC(NC(=O)COC(=O)CN1C(=O)C2CCCCC2C1=O)c1ccccc1 (configuration not stated)	-0.9%	14.1%	2.2%	1.4%	4.9%	-0.9%	-13.6%	.	4.3	0.3%	1.9%
CNc1ccc(/C=C/C(=O)c2ccc3c(c2)OCCO3)cc1[N+](=O)[O-]	1.6%	0.0%	10.3%	-17.1%	4.9%	1.7%[46.1 µM]	-4.2%	17.3%	-20.7	10.6%	0.0%
OC1CN=C2CCCc3c2n(c2ccc(Cl)cc32)C1 (configuration not stated)	-10.3%	2.8%	5.4%	11.3%	-7.4%	-3.7%	-0.4%	-7.9%	-0.9	-41.6%	-0.8%
CCCN(CCC)S(=O)(=O)c1ccc(NS(=O)(=O)c2ccc(F)cc2)cc1	-1.0%	0.5%	-1.9%	-7.5%	-4.6%	-5.8%	0.0%	2.9%	-5.9	15.5%	13.0%
Cc1ccc2oc(=O)c(/C=C(\O)c3ccccc3)nc2c1	?	-3.4%	0.1%	-5.1%	-13.1%	2.4%	-2.0%	-15.1%	-2.2	-33.2%	?
CCC(C)(C)n1nnnc1C(c1ccccc1)N1CCN(C2CCCC2)CC1 (configuration not stated)	-0.4%	.	4.9%	-1.9%	22.7%	-3.9%[46.1 µM]	-6.2%	-0.9%	20.3	-15.9%	-5.9%
CC1(C)OC(=O)C(=Cc2ccc(-c3ccc(S(N)(=O)=O)cc3)o2)C(=O)O1	-3.9%	13.9%	7.4%	-3.8%	?	2.5%	?	-2.2%	-1.4	-10.2%	?
CCCCN1C(=O)c2ccc(C(=O)Nc3ccc(C)c(S(=O)(=O)N(C)C)c3)cc2C1=O	-0.8%	2.3%	-1.2%	?	?	0.1%[46.1 µM]	0.0%	11.7%	?	-11.7%	8.4%
COC(=O)[C@@]1(Cc2ccc(F)cc2)[C@H]2c3cc(C(=O)N(C)C)n(CCSCCO)c3C[C@H]2CN1C(=O)c1ccccc1	-4.1%	1.2%	0.1%	6.6%	0.2%	7.7%	-2.4%	-2.5%	-9.7	2.9%	-5.2%
Cc1ccc(S(=O)(=O)N2CCCCC2)cc1NC(=O)CCCOc1ccccc1	-2.9%	-0.5%	-19.6%	-5.0%	6.7%	0.6%	2.2%	4.5%	1.9	0.9%	-4.3%
Cc1oc(-c2ccccc2F)nc1CS(=O)(=O)CC(=O)N1CCN(c2ccccc2)CC1	-3.2%	6.0%	14.2%	-2.0%	?	9.0%	-0.5%	1.8%	-1.8	1.5%	?
O=C(Nc1cccc([N+](=O)[O-])c1)c1cnccn1	-8.7%	8.1%	-4.6%	-1.3%	2.2%	-6.5%[46.1 µM]	-5.7%	-2.4%	-6.1	18.0%	-1.7%
CC(NS(=O)(=O)c1ccccc1)C(=O)NCc1ccco1 (configuration not stated)	-7.5%	2.0%	6.4%	1.9%	11.9%	-4.0%	-23.8%	-4.6%	7.2	-35.5%[inhibitor]	?
CC(C)(C)c1ccc(C(=O)NC(=S)NCC2CCCO2)cc1 (configuration not stated)	-2.6%	2.3%	-6.3%	-3.5%	?	-6.4%[46.1 µM]	0.9%	8.2%	-36.4	20.5%	6.3%
O=C(CCN1CCN(CC(=O)Nc2ccccc2Cl)CC1)Nc1ccccc1F	0.8%	-1.0%	-8.3%	4.2%	?	0.2%	-1.0%	-2.7%	-6.8	-9.3%	-0.1%
COc1ccc(N2CCSC2C(=O)NN)cc1 (configuration not stated)	-1.9%	-2.1%	0.0%	0.2%	16.4%	-4.4%[46.1 µM]	-2.7%	-1.4%	-3.5	11.0%	-1.3%
CCc1noc(C)c1C(=O)OCC(=O)Nc1ncc(Cl)cc1Cl	1.2%	-2.0%	0.7%	6.9%	1.7%	.	0.3%	1.9%	10.4	-3.3%	2.6%
Cc1cc(NC(=O)c2cccc(S(=O)(=O)N3CCOCC3)c2)no1	-6.2%	5.0%	1.7%	-1.3%	-7.2%	-8.7%	0.2%	0.9%	-5.7	5.7%	-2.5%
CCOC(=O)N1CCN(C(=O)C2CCN(S(=O)(=O)c3ccc(C)cc3)CC2)CC1	1.4%	-4.3%	18.7%	4.3%	0.5%	5.0%	0.2%	-1.1%	3.1	-10.8%	4.1%
Cc1ccc(CN2CC(C(=O)Nc3ccncc3)CC2=O)cc1 (configuration not stated)	0.4%	-0.7%	1.6%	5.1%	0.0%	-11.2%	-3.5%	0.4%	9.3	13.5%	?
CC(C)Cn1c(=O)c2ccccc2n2c(CCC(=O)O)nnc12	-5.5%	-3.3%	2.0%	0.0%	5.9%	-3.6%	-5.4%	0.6%	-4.7	-12.8%	7.7%
Cc1ccc(-n2nc(CC#N)c(C#N)c2N)cc1Cl	-0.5%	1.1%	7.4%	6.0%	?	-7.4%[46.1 µM]	-2.1%	-0.5%	-0.4	-4.0%	0.0%
Cc1ccc(-n2c(C)c(C)c3c(NCCCO)ncnc32)cc1	-8.7%	5.3%	2.2%	-0.5%	?	-2.7%	3.9%	22.3%	-38.8	4.5%	?
COc1ccccc1CN1CCN(Cc2nc(-c3ccccc3)no2)CC1	2.1%	11.5%	-2.5%	2.0%	?	4.8%	-1.2%	-1.1%	6.9	-24.4%	-14.2%
CN(C)CCNC(=O)COc1cccc(Cl)c1	-3.8%	11.7%	6.3%	1.7%	3.9%	-5.0%	-2.6%	-1.7%	1.6	-21.6%	5.5%
COc1ccc(/C=C2\SC(=O)N(CCC(=O)NC3CCS(=O)(=O)C3)C2=O)cc1 (configuration not stated)	-4.9%	-0.8%	0.9%	-0.3%	?	4.8%	10.9%	0.5%	4.6	-20.0%	?
Fc1ccc(C2CCNCC2COc2ccc3c(c2)OCO3)cc1 (configuration not stated)	0.0%	-20.0%	-15.6%	-2.9%	?	3.1%	0.1%	-59.6%[inhibitor]	-3.5	-73.3%[inhibitor]	?
Cc1ccc(SCC(=O)Nc2ccc(N3CCN(C)CC3)c(F)c2)cc1	-1.1%	-0.2%	15.8%	0.4%	?	-0.7%	-0.9%	-9.7%	1.1	-22.9%	?
Cc1ccc(NC(=O)CSc2ccc(-c3ccc(-n4cccn4)cc3)nn2)c(C)c1	0.7%	-1.7%	-15.3%	-5.1%	?	-6.8%	-5.7%	1.2%	-1.0	-13.6%	-8.7%
O=C(COC(=O)c1cccs1)Nc1nc(-c2ccccc2)cs1	-9.2%	1.1%	0.3%	-8.1%	?	-3.7%[46.1 µM]	-1.5%	-2.5%	12.0	7.7%	11.0%
Cc1cc(C(=O)OCC(=O)NCc2cccs2)ccc1[N+](=O)[O-]	1.8%	-4.8%	?	0.4%	?	-1.2%	0.6%	.	-14.5	3.0%	0.5%

Quoted from the listing.
CCc1noc(C)c1C(=O)OCC(=O)Nc1ncc(Cl)cc1Cl – TSHR antag = 10.4
Cc1ccc(CN2CC(C(=O)Nc3ccncc3)CC2=O)cc1 (configuration not stated) – TCR act = -11.2%

Screening data as filed in PubChem BioAssay.
